bCat nuc transl – modulators of beta-catenin nuclear translocation | HeLa beta-catenin nuclear translocation, immunofluorescence imaging | nuclear translocation activity, % at 5 µM | 190,000 compounds, 0.3% hits | AID 1665;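 active means nuclear translocation activity above 50% at 5 µM, with a well cell count of 50 or more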;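 further: per-cell ratio of nuclear to cytoplasmic median beta-catenin stain intensity; plate controls were DMSO negative control for no effect and GSK-3 inhibitor IX positive control for full effect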
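Test system: human HeLa cells, endogenous beta-catenin. Times: 24 h compound exposure, 37°C. Measured by: beta-catenin immunofluorescence imaging with DAPI.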
Autophagy mod – alters autophagy in cells; MEF GFP-LC3 puncta imaging; test concentration mostly 10 µM; calls only at 10 µM (by protocol); 190,000 compounds, 0.98% hits;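 active means percentage of spot-positive cells more than 3 SD above its plate mean, without a fluorescence outlier flag or 80% toxicity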;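 further: spot-positive cell cutoff set from DMSO-treated cells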
Insulin prom up – MIN6 insulin promoter up-regulation | AID 1625 | 190,000 compounds, 0.3% hits | MIN6 insulin promoter-GFP reporter, high-content imaging; active compounds read high | z-score at 5 µM;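 active means z-score above 3 at 5 µM with at least 500 cells counted in the well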
Dynein transport – dynein cargo transport inhibition; 220,000 compounds, 0.47% hits; 3617.4 mouse cells, GR-EGFP nuclear translocation imaging; test concentration mostly 20 µM; stimulated with dexamethasone, 1 µM; active compounds read low; z-score, hits read low;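 active means plate z-score of nuclear minus cytoplasmic receptor signal below a set negative limit, without overly bright fluorescence or cell loss, cut at about -3.5 in these data, passing the limit was not always enough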;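 further: z-score of nuclear minus cytoplasmic ring GR-EGFP intensity difference per well; some compounds called inactive have numbers as strong as hits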
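Buffer or medium: tetracycline-free induction medium containing charcoal-stripped FBS / Reagent: dexamethasone agonist, 1.0 µM final, for 30 min / Technique: automated 10x imaging of fixed Hoechst-stained cells / Times: induction 48 h, compound 1 h, agonist 30 min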
MT stabilize HCS – stabilizes microtubules in HeLa cells; HeLa tubulin immunostaining HCS, 24 h; share of cells brighter than vehicle mean+2SD; % tubulin-high responders, % at 10 µM; 200,000 compounds, 0.83% hits; AID 2205;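 active means plate Z-score above 3 for both tubulin-high and condensed-nucleus cell shares, with cell loss under 80%, at 10 µM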;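 further: anti alpha tubulin signal scored within the nucleus-defined area of each cell; some results filed as inactive read as strong as hits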
Hep lipid drop – hepatic lipid droplet formation modulation; inhibition, % at 6.5 µM; 240,000 compounds, 0.4% hits; AID 1656; AML12 mouse hepatocytes, oleate lipid droplets, BODIPY imaging;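 active means lipid droplet intensity inhibited by at least 50%, with more than 500 cells counted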
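Assay system: AML12 hepatocytes (mouse); Probe or stimulus: oleic acid at 100 µM to induce lipid droplet formation; Dosing: compound at 6.5 µM only; Schedule: compound with oleate, overnight; Detection: fluorescence imaging, 20x objective, two fields per well; Measure: % inhibition of lipid droplet signal.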
WT yeast gro inh – growth inhibition of WT yeast, mitochondrial fusion screen; mitochondrial fusion phenotypic screen, WT strain; inhibition, % at 10 µM; 190,000 compounds, 2.1% hits; in the data active means inhibition above about 58%; tested in S. cerevisiae
CSM14.1 death rescue – rescue of cells from ER stress-induced death, primary screen, 384-well, CSM14.1, thapsigargin, ATP luminescence (AID 1222); cellular ATP content (survival), % at 20 µM; hits with a dose series show EC50 in µM; CSM14.1 thapsigargin-induced death rescue, ATP luminescence; higher % means a stronger effect; 190,000 tested, under 10 active;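 active means EC50 below 50 µM in the dose-response confirmation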;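 further: death triggered by thapsigargin at about 15 µM added after 2 h compound pretreatment; cell ATP read after overnight thapsigargin exposure of roughly 18 to 22 hours; normalized against plate controls of thapsigargin alone and 5% DMSO vehicle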
XIAP displacement – small molecules displacing peptide from XIAP – biochemical, IAP family, fluorescence polarization (AID 1018); XIAP BIR domain, fluorescence polarization peptide displacement; higher % means a stronger effect; 200,000 compounds, 0.007% hits; displacement, % at 20 µM; hits with a dose series show IC50 in µM; in the data active means displacement above about 50%; further: a part of the inactive calls stands beside numbers as strong as those of hits
WT yeast gro inh mutant strain – further read-out of WT yeast gro inh, marked with its call; inhibition, %; mitochondrial fusion phenotypic screen, mutant strain inhibition
Dynein transport cytoplasmic EGFP – further read-out of Dynein transport, marked with its call; z-score; measured here: cytoplasmic GR-EGFP intensity; active compounds read high
Dynein transport nuclear GR-EGFP – recorded beside Dynein transport, whose call it bears; z-score; measured here: nuclear GR-EGFP intensity;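 lower value marks the stronger effect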
Dynein transport cell count – further read-out of Dynein transport, marked with its call; z-score; measured here: cell count per field
Insulin prom up cell count – further read-out of Insulin prom up, marked with its call; cell count; measured here: cytotoxicity, nuclei count;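 total cells summed across four imaged fields per well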
Hep lipid drop cells 6.5 µM – second read-out of Hep lipid drop, no call of its own (marks repeat the call); cell count; measured here: cell count, cytotoxicity flag;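 cells counted across two imaged fields per well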
bCat nuc transl cell count 5 µM – further read-out of bCat nuc transl, marked with its call; cell count; measured here: cell count, cytotoxicity flag
MT stabilize HCS Hoechst-high % – further read-out of MT stabilize HCS, marked with its call; % Hoechst-high responders; measured here: nuclear condensation Hoechst responders;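 share of cells brighter than vehicle mean plus two SD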
MT stabilize HCS cytotoxicity % – recorded beside MT stabilize HCS, whose call it bears; toxicity, %; measured here: cytotoxicity by cell density;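 0% = mean cell density of plate MIN control wells and 100% = no cells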
Autophagy mod cell loss 18 h – also measured in Autophagy mod; calls as there; toxicity, %; measured here: cell loss, nuclei count;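 cell loss after 18 h compound exposure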
The depositor's hits bear a star; i = inactive; · = not tested or not shown.

SMILES	bCat nuc transl	bCat nuc transl cell count 5 µM	Autophagy mod	Autophagy mod cell loss 18 h	Insulin prom up	Insulin prom up cell count	Dynein transport	Dynein transport cytoplasmic EGFP	Dynein transport nuclear GR-EGFP	Dynein transport cell count	MT stabilize HCS	MT stabilize HCS Hoechst-high %	MT stabilize HCS cytotoxicity %	Hep lipid drop	Hep lipid drop cells 6.5 µM	WT yeast gro inh	WT yeast gro inh mutant strain	CSM14.1 death rescue	XIAP displacement
O=C(CSc1nc2c(c(=O)n1-c1ccc(F)cc1)SCC2)NCc1ccco1	4.2	1379	i	12	0.61	1609	-1.3	-0.23	-0.31	0.95	6.0	1.4	3.5	·	·	-4	2	-1.0%	0.1%
CCC(=O)N1C(=O)CCN(C(C)=O)c2ccccc21	0.7	1102	i	-2	·	·	-0.084	-0.19	0.25	0.38	2.1	2.7	11	-4	793	-4	-1	-2.6%	1.8%
CCn1nnnc1-c1ccc(OC)c(S(=O)(=O)Nc2ccc(C(=O)OC)cc2)c1	-2.4	1108	i	6	0.35	1254	0.74	-0.2	0.37	0.78	3.0	1.7	5.4	4	759	-5	-11	0.3%	-3.7%
COc1ccccc1Nc1ncc(C(=O)N2CCC(C(N)=O)CC2)c2ccccc12	-0.9	1097	i	0	0.81	1959	0.89	-0.24	1	0.94	3.0	3.1	6.2	-4	508	10	-10	-0.1%	-7.3%
CCOCCCn1c(=S)[nH]c2cc(C(=O)N3CCC(C(N)=O)CC3)ccc2c1=O	-4.0	959	i	17	0.79	1563	3.1	-0.16	1.7	-2.2	5.1	2.6	6.5	·	·	-8	-13	-0.8%	-3.2%
CCOC(=O)Cc1csc(NC(=O)Nc2cccc(OC)c2)n1	-0.7	1307	·	·	0.46	1048	0.3	-0.28	0.2	-0.27	·	·	·	3	727	·	·	·	·
CCO[C@@H]1OC(C(=O)N2CCOCC2)=C[C@H](C)[C@H]1CCCO	-1.0	1132	i	-16	-0.07	1416	-0.29	-0.32	0.12	-0.035	3.6	1.6	8.8	7	716	-4	-3	-1.3%	-3.6%
O=C(Nc1ccccc1)NC1CCN(CCCN2C(=O)c3ccccc3C2=O)CC1	-0.6	899	i	10	0.22	1222	-0.37	-0.2	0.21	0.14	4.1	2.2	1.3	·	·	4	-1	-0.3%	-8.6%
COC(=O)c1sc(NC(=O)/C=C/c2ccccc2Cl)nc1C	0.5	1048	i	13	·	·	0.31	-0.25	0.26	-0.22	1.7	1.9	2.4	5	736	2	2	-1.7%	-2.7%
OC(COc1ccc(CN2CCSCC2)cc1)CN1CCCCC1 (stereo not drawn)	-0.2	1036	i	-24	-1.3	1447	0.46	-0.22	0.24	-0.057	4.2	1.6	2.8	0	691	-6	3	-1.1%	-6.3%
Fc1ccc(OCc2nnc(SCCN3CCOCC3)o2)cc1	2.6	951	i	-9	-0.19	1011	1	-0.084	0.29	-1.2	2.8	2.9	10	8	789	0	9	3.0%	-3.4%
CCOC(=O)C1CCN(CC(O)COc2ccc(C(C)=O)cc2)CC1 (stereo not drawn)	·	·	i	-1	-0.5	926	1.3	-0.0048	1.1	-0.71	2.6	3.7	5.9	·	·	15	6	0.3%	-0.4%
CCOc1ncccc1C(=O)NCc1ccc(OC)c(OC)c1	-1.3	1100	i	6	-0.33	1458	-0.39	-0.31	-0.49	0.51	2.4	3.9	7.5	14	646	-1	-8	1.3%	-4.9%
O=C(O)c1cccc(N2C(=O)C3CC=CCC3C2=O)c1 (stereo not drawn)	-3.9	1197	i	0	0.26	1221	0.31	-0.23	0.0093	-0.6	3.7	2.2	2.7	16	710	-10	5	0.9%	-0.5%
Cc1cc2ncn(/N=C/c3ccc([N+](=O)[O-])o3)c2cc1C	·	·	i	26	·	·	-0.22	-0.11	0.25	-0.36	3.5	3.3	14	·	·	-5	15	0.9%	-0.3%
CCNC(=S)NNC(=O)Cn1nc(C)cc1C	4.4	1425	i	-23	1.1	1572	0.72	-0.17	0.72	-0.32	3.5	1.6	2.8	·	·	-7	-6	1.8%	-8.8%
CCN(CC)c1ccc(C(=O)c2ccccc2C(=O)O)c(O)c1	-0.8	1043	i	-2	-0.22	1133	-0.11	-0.22	-0.32	-0.18	3.1	2.0	6.1	4	712	-3	1	-1.4%	-5.5%
CCn1c(=N)n(CCO)c2ccccc21	0.3	771	i	-9	0.89	1136	-1.1	-0.3	0.062	0.41	3.1	2.1	6.3	·	·	-1	-11	-2.9%	0.1%
CCOC(=O)c1c(C)[nH]c(C2=NNC(=Nc3ccccc3OC)SC2)c1C	-1.7	1153	i	-6	0.07	1394	-2	0.018	-0.73	-0.055	3.9	2.8	4.8	-16	457	7	13	-2.8%	-17%
CCOC(=O)c1c(NC(=O)CN2CCOCC2)sc2c1CCCC2	2.1	1155	i	-12	-0.43	1099	-0.82	-0.27	0.24	0.28	2.8	2.2	6.4	·	·	3	-4	2.6%	-5.1%
O=c1c2c3nc4ccccc4nc3n(-c3ccc4c(c3)OCCO4)c2ncn1C1CCCC1	-4.1	793	·	·	-1.9	1075	·	·	·	·	·	·	·	·	·	·	·	2.0%	4.1%
Cc1ccc(S(=O)(=O)N2CCOCC2)cc1N/N=C(\C#N)c1nc2ccccc2[nH]1	0.4	1139	i	3	-1.7	1117	0.92	-0.22	0.21	0.19	3.7	1.1	7.2	43	652	30	24	5.1%	-11%
O=C1CCN(Cc2ccccc2)CCN1CCO	-0.2	1153	·	·	0.3	1078	-0.31	-0.77	-0.061	0.00066	·	·	·	7	673	·	·	·	·
C=CCOc1cccc(C(=O)N2CCCC(CNS(=O)(=O)c3cccs3)C2)c1 (stereo not drawn)	-0.5	1078	i	-19	0.06	1383	2	-0.16	1.3	-1.6	3.2	1.4	13	-9	682	0	-3	0.0%	-2.3%
COc1cc2c(cc1/C=C1/NC(=O)N(c3ccccc3)C1=O)OCO2	-0.7	987	i	-6	-0.17	1329	-0.78	1.2	0.16	0.25	3.2	2.4	1.2	-9	601	-6	10	-0.8%	-0.2%

Next compounds:
SMILES	bCat nuc transl	bCat nuc transl cell count 5 µM	Autophagy mod	Autophagy mod cell loss 18 h	Insulin prom up	Insulin prom up cell count	Dynein transport	Dynein transport cytoplasmic EGFP	Dynein transport nuclear GR-EGFP	Dynein transport cell count	MT stabilize HCS	MT stabilize HCS Hoechst-high %	MT stabilize HCS cytotoxicity %	Hep lipid drop	Hep lipid drop cells 6.5 µM	WT yeast gro inh	WT yeast gro inh mutant strain	CSM14.1 death rescue	XIAP displacement
COc1cc(/C=C(/C(=O)c2cccs2)c2nc3ccccc3[nH]2)ccc1O	3.6	1120	i	4	-0.06	1085	-4*	0.078*	-1.7*	0.014*	13	5.6	30	·	·	31	18	-1.7%	-5.1%
COc1cccc(-c2nc(-c3ccc4c(c3)-c3ccccc3S4(=O)=O)c(-c3ccccc3)[nH]2)c1OC	-1.3	1174	i	8	-0.38	988	0.95	-0.27	0.46	0.083	2.0	2.0	13	-11	700	5	-4	1.0%	-2.2%
CCOc1ccc(S(=O)(=O)NCCCN2CCOCC2)cc1	-2.5	1199	i	3	-0.02	1287	2.6	-0.26	1.5	-1.3	1.3	1.5	7.4	5	707	-18	13	1.2%	-14%
Cc1ccc(C(=O)C2=C(O)C(=O)N(CCN3CCOCC3)C2c2ccccn2)o1 (stereo not drawn)	-3.6	881	i	-3	1.1	1014	-0.58	-0.29	0.027	0.31	2.3	1.4	9.6	·	·	12	17	-1.5%	-1.5%
COC(=O)C(NC(=O)c1ccccc1Cl)(Nc1ncc(S(=O)(=O)c2ccc([N+](=O)[O-])cc2)s1)C(F)(F)F (stereo not drawn)	-3.6	1299	i	34	-0.54	1025	-0.47	-0.16	0.075	-0.13	3.1	1.8	8.8	13	774	18	9	2.2%	-5.5%
COc1ccc(CC(=O)Nc2ccc3c(c2)OCO3)cc1S(=O)(=O)N1CCOCC1	-1.2	1421	·	·	-0.33	1495	1.9	-0.13	1.3	-1.6	1.1	2.0	11	·	·	-6	-8	-1.0%	0.0%
CCOC(=O)C1CCN(C(=O)CCNC(=O)Cn2ccc3ccccc3c2=O)CC1	-1.6	1413	i	0	0.09	1462	0.67	0.028	1.2	-0.63	4.3	2.7	8.7	·	·	-2	-19	-1.4%	-2.3%
COc1ccc(CCNC(=O)COC(=O)Cc2cccc3ccccc23)cc1	0.4	437	i	12	0.53	1198	3.1	-0.065	1.3	-2.1	5.9	3.2	19	0	628	-1	-25	-1.1%	-7.0%
COCCN(CCOC)Cc1c(C)[nH]c2c(C)c(C)ccc2c1=O	-6.5	934	i	3	·	·	-0.3	-0.12	-0.057	1	6.7	2.9	3.6	·	·	7	-4	-0.9%	-7.1%
CC(=O)NNC(=O)c1csc(-c2csc(C)n2)n1	0.3	1162	·	·	-0.36	1445	-0.58	-0.17	-0.28	0.012	·	·	·	-2	709	·	·	·	·

Bioassay records deposited in PubChem BioAssay by several laboratories.
